Compound activity as filed in PubChem BioAssay.
BAZ2B block – BAZ2B (human) inhibition. Q9UIF8. AlphaScreen BAZ2B-H3K14Ac peptide displacement. Potency, µM (highest dose often 114 µM), inactives show top-dose activity change, negative = inhibition, most hits filed as inhibitors. 4.4% of 360,000 active; also: potency is read from the fitted curve at half-maximal effect; % is scaled to controls: 0 for no effect and ±100 for the full control effect; nearly all actives have a fitted effect of over 60% in size
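BAZ2B 50 nM plus b-H3(5-23)K14Ac 50 nM, PBS pH 7.4/0.01% Tween-20, 30 min RT; compound added (max 110 uM), 30 min RT; streptavidin donor/Ni-chelate acceptor beads 10 ug/mL final, 20 min dark; AlphaScreen read.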
G9a block – inhibitors of human histone lysine methyltransferase G9a; Q96KQ7; G9a H3K9 monomethylation, AlphaScreen, 2 h; Potency, µM (series often up to 102 µM), for the others: top-dose activity, negative = inhibition, hits mostly inhibitors; 8.8% of 350,000 active; AID 504332; also: potency is read from the fitted curve at half-maximal effect; % is scaled to controls: 0 for no effect and ±100 for the full control effect; nearly all actives have a fitted effect of over 75% in size
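G9a (20 nM) was preincubated 15 min with compound, then reacted 2 h at room temperature with 500 nM biotin-H3K9 peptide and 20 µM SAM. Monomethyl-H3K9 detected by AlphaScreen using anti-H3K9me1 antibody.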
RGS4 inh – human RGS4 inhibition; P49798; Potency, µM (doses to about 114 µM), inactives show at the top dose activity change, negative = inhibition, hits mostly inhibitors; AID 504845; Transcreener GDP fluorescence polarization, RGS4-accelerated GTP hydrolysis; 0.039% of 390,000 active; also: potency is read from the fitted curve at half-maximal effect; % is scaled to controls: 0 for no effect and ±100 for the full control effect; nearly all actives have a fitted effect of over 75% in size; some results filed as inactive show a strong effect at the top dose
Target sequence (P49798 whole entry, looked up): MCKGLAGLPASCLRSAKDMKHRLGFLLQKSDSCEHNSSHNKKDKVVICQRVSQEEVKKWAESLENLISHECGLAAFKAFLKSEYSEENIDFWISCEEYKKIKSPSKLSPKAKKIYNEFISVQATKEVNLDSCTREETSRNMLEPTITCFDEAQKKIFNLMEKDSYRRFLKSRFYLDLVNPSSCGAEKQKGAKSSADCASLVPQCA
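MLSMR compounds (23 nl, pin-transferred) preincubated 10 min at room temperature with a 500nM (2x) first reagent, then RGS4 at 900nM (2x) plus Transcreener GDP mix added; fluorescence polarization (620/688 nm) read before and after 90 min at 30 °C.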
JMJD2A Tudor inh – blocks the human JMJD2A Tudor domain; O75164; AlphaScreen JMJD2A-Tudor / H3K4me3 peptide binding; Potency, µM (doses to about 114 µM), without a hit: at the top dose activity change, negative = inhibition, usual class: inhibitors; 4.4% of 390,000 active; AID 504339; also: potency is read from the fitted curve at half-maximal effect; % is scaled to controls: 0 for no effect and ±100 for the full control effect; nearly all actives have a fitted effect of over 50% in size
HP1b chromo inh – HP1-beta chromodomain-methylated histone interaction inhibition | P83916 | AlphaScreen HP1-beta / biotin-H3K9me3 peptide binding | Potency, µM (top dose mostly 114 µM), for inactives: top-dose activity change, negative = inhibition, most hits filed as inhibitors | 0.56% of 390,000 active | AID 540317; also: potency is read from the fitted curve at half-maximal effect; nearly all actives have a fitted effect of over 70% in size; inactives centre near 23
Target sequence (P83916 whole entry, looked up): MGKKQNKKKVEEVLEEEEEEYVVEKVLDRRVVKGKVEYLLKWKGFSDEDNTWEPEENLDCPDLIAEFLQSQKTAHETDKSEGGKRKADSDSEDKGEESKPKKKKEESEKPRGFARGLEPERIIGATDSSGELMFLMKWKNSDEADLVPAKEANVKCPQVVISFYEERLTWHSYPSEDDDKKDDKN
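HP1-beta protein (50 nM final) preincubated 30 min at room temperature with biotinylated H3(1-18)K9me3 peptide (50 nM) in PBS pH 7.4, 0.01% Tween-20, then compound added for 30 min. AlphaScreen streptavidin donor/nickel chelate acceptor beads (10 ug/mL final), 30 min dark, luminescence read.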
ERG-DNA inh – blocks human ERG Ets domain binding to DNA; fluorescence polarization, His-ERG Ets domain / labelled DNA; P11308; Potency, µM (titrated, usually from 76.9 µM), inactives show top-dose FP activity, negative = inhibition, actives largely listed as inhibitors; 0.028% of 370,000 active; active = well fitted inhibition curve with a large enough effect in the polarisation, with a control signal flat; inconclusive = small, poorly fitted or top-dose-only effect, or effect the other way, or a change in a side signal; inactive = no such curve, though single readings can be large or run the other way; the % refers to the polarisation;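 also: polarization taken with two DNA probes labelled with fluorescein and Texas red; potency is read from the fitted curve at half-maximal effect; % of control where 0% means no effect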
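His-tagged ERG Ets domain (1 uM in the protein solution; 300mM KCl, 50mM Tris-HCl, 1mM EDTA, 1mM DTT, pH 7.5) received compound, then a probe mix of 5 nM fluorescein-DNA and 100nM Texas-615-DNA. Fluorescence polarization was read for both dyes.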
12-LOX inh – blocks human arachidonate 12S-lipoxygenase; P18054; purified 12hLO, xylenol orange hydroperoxide absorbance; Potency, µM (top dose mostly 108 µM), inactives show top-dose activity change, negative = inhibition, hits mostly inhibitors; 1.1% of 580,000 active; also: potency is read from the fitted curve at half-maximal effect; % is scaled to controls: 0 for no effect and ±100 for the full control effect
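Hydroperoxide product was detected by ferrous iron/xylenol orange as the 573 to 405 nm absorbance ratio. Arachidonic acid at 40 uM (final) was turned over for 30 min at room temperature by 150 nM human 12hLO, pH 7.0 Hepes buffer, after 15 min compound preincubation.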
PI4K2A block – blocks human PI4K2A kinase activity; purified PI4K2A, ADP-Glo luminescence, 1 h; hits give low values; activity change, negative = inhibition, % at 76.9 µM; 0.13% of 420,000 active; Q9BTU6; in the data active = activity change below about -50%; inconclusive = mostly about -30% to -49%;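 also: -100% = wells without enzyme as full effect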
Target sequence (Q9BTU6 whole entry, looked up): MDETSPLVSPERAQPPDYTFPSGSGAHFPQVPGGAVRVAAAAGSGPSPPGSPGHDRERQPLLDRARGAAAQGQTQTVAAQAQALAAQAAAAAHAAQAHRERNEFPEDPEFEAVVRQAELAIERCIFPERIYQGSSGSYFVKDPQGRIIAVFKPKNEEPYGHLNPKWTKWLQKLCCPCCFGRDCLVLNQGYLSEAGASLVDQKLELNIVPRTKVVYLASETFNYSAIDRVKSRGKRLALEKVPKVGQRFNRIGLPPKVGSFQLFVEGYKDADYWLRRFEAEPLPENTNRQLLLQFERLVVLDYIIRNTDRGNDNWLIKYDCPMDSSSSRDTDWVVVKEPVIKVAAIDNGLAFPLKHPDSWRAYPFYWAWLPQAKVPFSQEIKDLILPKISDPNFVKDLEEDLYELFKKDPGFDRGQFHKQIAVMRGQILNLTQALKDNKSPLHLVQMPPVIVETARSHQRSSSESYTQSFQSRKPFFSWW
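In this quantitative HTS, ADP production by PI4K2A was quantified luminescently after 1 h at ambient temperature; 100 microM adenosine served as plate-quality control.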
GLS inh – inhibitors of human glutaminase (GLS). Potency, µM (doses to about 45.5 µM), for the others: at the top dose activity change, negative = inhibition, usual class: inhibitors. O94925. 0.21% of 410,000 active. GLS enzymatic activity, qHTS titration. AID 624170; also: potency is read from the fitted curve at half-maximal effect; % is scaled to controls: 0 for no effect and ±100 for the full control effect
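hKGA in 45 mM KH2PO4 (pH 8.2), 0.02% Tween-20 with compound, then 1mM L-Glutamine (stock as added) plus glutamate oxidase/HRP/Amplex red coupling mix. Fluorescence read initially and after 30 min at RT; signal change reflects glutamate formation.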
* = called active by the depositor; u = inconclusive; x = no result given; & = joins results of further samples; [ ] = dose if it differs, or a comment. Unless noted, calls follow the shape of the dose curve; as a rule, active = well fitted curve in the direction sought with a large enough effect; inconclusive = small, poorly fitted or top-dose-only effect, or another doubt; inactive = no such curve, though single readings can be large; an effect the other way counts as inactive or inconclusive. An excerpt; count on the stated rates, not on these rows.

Second line of a record – PI4K2A block | JMJD2A Tudor inh | ERG-DNA inh | HP1b chromo inh | GLS inh | RGS4 inh | 12-LOX inh | G9a block | BAZ2B block
> Cc1cccc(NS(=O)(=O)c2ccc3c(c2)CCN3C(=O)C2CCC2)c1
  -2.2 | -11.3% | -9.5% | 24.6% | 12.6% | 7.0% | -0.1% | -2.3%[59 µM] | x
> Cc1ccc(S(=O)(=O)N2CCOCC2)cc1NC(=O)CSc1n[nH]c(N)n1
  -0.1 | -9.0% | -5.1% | 23.6% | 17.4% | 10.8% | -2.9% | 7.5% | -3.7%
> O=C(Oc1ccc(N(C(=O)c2ccncc2)S(=O)(=O)c2cccs2)cc1)c1ccncc1
  -1.2 | -22.3% | 7.0% | 23.1% | 39.8%[activator] | -21.5%[56.9 µM] | -7.3% | -37.1% | -15.0%
> CN(C)CCn1c2c(c(SCC(=O)N3CCc4ccccc43)nc1=O)CCCC2
  0.1 | -21.2% | 2.2% | -2.4% | -14.2% | -21.8% | 16.4% | -4.4%[0.501 µM] | -6.4%
> CCN(CC)S(=O)(=O)c1cc(NC(=O)CSc2n[nH]c(N)n2)ccc1C
  -2.9 | -5.4% | -0.4% | 54.8%[activator] | 24.1% | 4.2% | 361.6%[activator] | -14.5%[59 µM] | -6.2%
> CC(=O)c1ccc(NS(=O)(=O)Cc2ccc(Cl)cc2)cc1
  -1.9 | -3.3% | -4.5% | 10.3% | 2.3% | 1.2% | 2.0% | 5.2%[12.7 µM] | 1.2%
> COC(=O)c1c(-n2c(C)cc(C=O)c2C)sc2c1CCCC2
  -0.4 | -32.6% | x | -13.4% | -2.6% | -0.5% | 3.1%[57.4 µM] | u | u
> Cc1cc(NC(=O)Nc2ccc(Cl)cc2)n(C)n1
  -1.1 | -4.7% | 25.1% | 5.7% | 15.6% | -21.7% | -69.1% | 11.9% | 0.1%
> O=C(NCCc1ccccc1)c1cnc2sccn2c1=O
  -0.1 | -23.4% | -0.5% | 17.2% | -17.5% | 7.9% | 10.3%[57.4 µM] | -0.5%[59 µM] | -4.4%
> COc1cc(N(C)C)ccc1C=c1c2ccccc2n2c1cc(-c1ccccc1)[n+]2C
  u | 17.8µM* | 114.0%[activator] | u | u | -36.2% | u | x | x

Second line of a record – PI4K2A block | JMJD2A Tudor inh | ERG-DNA inh | HP1b chromo inh | GLS inh | RGS4 inh | 12-LOX inh | G9a block | BAZ2B block
> CC(C)(C)OC(=O)N1CCC(C(=O)Nc2ccc(C(=O)N3CCOCC3)cc2)CC1
  -1.2 | -15.0% | -0.6% | 45.7%[activator] | 16.6% | -14.7% | -21.5% | x | x
> Cc1ccc(S(=O)(=O)Nc2ccc(NC(=O)CN3CCCCC3)cc2)cc1
  -1.2 | -16.2% | -1.2% | 11.3% | 28.3% | -10.0% | 130.6%[activator] | u | 10.1%
> O=C(CSc1ccc(-c2ccncc2)nn1)N1CCN(c2ccccc2)CC1
  -5.5 | -12.7% | 3.6% | 25.4% | -10.6% | -28.3% | -7.5% | -1.5%[59 µM] | -18.6%
> COc1ccc(N2C(=O)CCSC23C(=O)N(Cc2ccc(F)cc2)c2ccccc23)cc1Cl (stereo unspecified)
  -2.8 | -24.6% | -4.4% | 20.5% | 0.4% | -6.3% | 0.0% | u | -1.0%[57.1 µM]
> CC1CCC(NS(=O)(=O)c2ccc3c(c2)n(C)c(=O)c(=O)n3C)CC1 (stereo unspecified)
  -3.6 | -21.6% | -4.7% | 11.1% | 2.4% | -10.7% | -10.6% | 7.4%[59 µM] | 0.2%
> Cc1nn(C)cc1/C=N\NC(=O)c1ccc2c(c1)c(C)c(C)n2Cc1ccccc1
  -5.9 | 56.2µM* | -2.7% | -27.8% | -3.2% | u | -14.6% | 20.4%[12.7 µM] | 44.7µM*
> CCc1ccc(CNCc2ccc(F)cc2)cc1
  -3.8 | 8.2% | -3.9% | 33.4% | 3.4% | 9.9% | -25.2% | 0.6% | 4.9%
> CC1CC(C)CN(c2cc3c(cc2[N+](=O)[O-])C(=O)N(c2ccccc2)C3=O)C1 (stereo unspecified)
  -4.5 | -26.4% | 2.0% | u | -10.7% | 7.9% | -13.0% | u | u
> COC(=O)C1C(c2ccc(OC)cc2)Nc2nnc(C(F)(F)F)n2C1(C)O (stereo unspecified)
  -4.3 | -0.8% | 6.4% | 31.5% | -10.6% | 7.5% | -11.9% | 6.2% | -9.5%
> COc1ccc(CNC(=O)C2CCN(S(=O)(=O)c3ccc4c(c3)CCCN4C(C)=O)CC2)cc1
  1.5 | -16.1% | -18.0% | 13.3%[57 µM] | -1.1% | 12.3% | 0.9% | 7.8%[59 µM] | -2.0%

Second line of a record – PI4K2A block | JMJD2A Tudor inh | ERG-DNA inh | HP1b chromo inh | GLS inh | RGS4 inh | 12-LOX inh | G9a block | BAZ2B block
> CCc1nc(N)c(C#N)c(-c2ccccc2OC)c1C
  0.1 | -3.6% | 0.8% | 9.8% | 9.0% | -5.5% | 1.1% | 11.5%[12.7 µM] | -0.1%
> O=c1c2c3c(sc2nnn1CCCCOc1ccc(Cl)cc1)CCCC3
  0.2 | 50.6%[activator] | 1.7% | 169.2%[activator] | -2.3% | -2.6% | -6.7% | 160.9%[activator][59 µM] | 148.9%[activator]
> O=C(Nc1nc2ccccc2n1CCN1CCCCC1)C1CCCCC1
  8.8 | -31.6% | 11.7% | 7.0% | -6.2% | 6.9% | 10.5% | 24.4%[12.7 µM] | u
> Cc1ccc(S(=O)(=O)NCC(=O)Nc2ccc3c(c2)OCO3)cc1
  3.9 | -11.0% | 1.1% | 20.2% | -15.5% | -4.1% | -8.0% | -11.5% | 0.4%
> CC(C)(C)c1ccc(-c2ncccc2O)cc1
  0.6 | u | 18.0% | -2.3% | -14.2% | 4.7% | -19.9% | 5.1% | -14.0%
> CCn1c(SCC(=O)NC2CCCCC2)nnc1-c1cccnc1
  0.1 | -8.8% | 6.8% | 8.7% | 6.4% | 7.9% | 0.0% | 16.7% | -1.6%
> CCn1cc(S(=O)(=O)c2cccc(Cl)c2)c(=O)c2cc(F)c(N3CCN(C)CC3)cc21
  0.0 | -5.3% | 4.0% | 37.7% | 1.6% | -4.5% | 0.4% | -5.5%[59 µM] | 2.2%
> O=C(O)C1(c2ccccc2)CCN(S(=O)(=O)c2ccccc2)CC1
  -2.7 | 17.6% | 32.5%[activator] | 25.1% | -10.5% | -0.9% | 28.3% | -4.2% | -37.4%
> O=C(OCC(=O)c1ccc(Cl)s1)c1ccccn1
  -0.7 | 31.6µM* | -15.1% | 16.7% | 3.7% | -15.5% | -23.2% | -10.3%[59 µM] | 56.2µM*
> Cc1cc(Cl)ccc1OCCCC(=O)N1CCN(C(=O)c2ccco2)CC1
  -4.5 | -21.5% | -3.2% | 14.5% | 1.6% | -20.3% | u | -25.7% | 13.5%

Second line of a record – PI4K2A block | JMJD2A Tudor inh | ERG-DNA inh | HP1b chromo inh | GLS inh | RGS4 inh | 12-LOX inh | G9a block | BAZ2B block
> O=C(CCCn1c(SCC(=O)NCC2CCCO2)nc2ccccc2c1=O)NCc1ccccc1 (stereo unspecified)
  -1.9 | -18.9% | 6.4% | 25.8% | 9.4% | -32.4% | 0.0% | 14.8% | 1.0%
> Cc1ccc(NC(=O)c2oc3ccccc3c2NC(=O)Cc2ccccc2)cc1
  21.6 | 3.0% | -3.6% | 43.9%[activator] | 2.9% | 3.7% | 0.0% | 6.9%[59 µM] | 1.5%
> Cc1ccc(C(=O)NC(=S)NCc2cccnc2)c(C)c1
  7.4 | -1.4% | -6.3% | 37.0% | -10.5% | -32.0% | 4.9% | x | -12.5%
> CCCCS(=O)(=O)N1CCC(C(=O)Oc2ccccc2OC)CC1
  -17.9 | -9.6% | 13.3% | 32.1% | 0.4% | 13.2% | 5.0% | x | 5.3%
> Cc1ccc(-c2nnc3ccc(SCC(=O)Nc4cc(C)on4)nn23)cc1
  2.6 | -1.9% | -11.0% | 28.6% | -5.1% | 1.3% | 15.5% | u | 3.0%
> CCCC(=O)Nc1nnc(-c2cccc(OCC)c2)s1
  -2.7 | -11.4% | 6.2% | 11.6% | -8.2% | -13.4% | 0.0%[57.4 µM] | 20.8% | -1.6%
> Cc1cccc2nc3c(nc12)-c1ccccc1C3=O
  -2.3 | -11.5% | -34.3% | 9.5% | -6.0% | -6.9% | 0.0% | u | -21.2%
> O=C(COC(=O)c1ccc([N+](=O)[O-])o1)Nc1cccc2ccccc12
  -5.7 | -22.8% | 8.5% | 11.1% | 10.0% | -8.1% | -16.1% | u | -13.3%
> O=C(Nc1cc(S(=O)(=O)N2CCOCC2)ccc1OCC(F)(F)F)C1=COCCO1
  -3.5 | -7.6% | -5.5% | 37.4% | 3.1% | 3.8% | 4.5% | u | 10.0%
> COc1ccc(OC)c(NC(=O)CCNC(=O)Cn2cnc3ccccc3c2=O)c1
  -0.3&-3.6 | -11.2%&-19.0% | 1.1%&10.0% | 26.1%&27.8% | -3.6%&0.5% | 14.7%&16.3% | 2.2%&0.8% | -15.4%[59 µM] | -17.4%&8.5%
> N#Cc1c(-c2ccccc2)ccnc1N1CCOCC1
  -0.7 | 18.3% | -2.0% | 28.2% | 3.6% | -9.9% | 27.0% | 0.3% | 7.7%
> Cn1c(N2CCCCC2)nc2c1c(=O)n(Cc1cccc(Br)c1)c(=O)n2C
  3.5 | -10.7% | x | -6.5% | -7.9% | 6.3% | 29.9% | 6.8% | -4.3%
